# Screening data as filed in PubChem.
# TbMetRS inhib – Trypanosoma brucei MetRS inhibition; purified T. brucei MetRS, ATP depletion, Kinase-Glo luminescence; inhibition, % at 11.9 µM; actives 0.4% (n = 360,000);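 active = inhibition above a per-plate cutoff of the control wells' mean inhibition plus 3 SD, cut at about 5.5% in these data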;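 note: 0% = DMSO wells median and 100% = median of wells with control inhibitor compound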
#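 Test system – parasite MetRS enzyme · Reagent – substrates ATP, L-methionine and bulk Escherichia coli tRNA · Doses – 11.9 µM compound single dose, 0.9% DMSO · Times – 15 min enzyme-compound preincubation, 2 h reaction, 10 min detection, 25 °C · Signal – Kinase-Glo luminescence, ATP depletion format · Controls – DMSO-only wells as low control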
# Neddyl block – inhibitors of human cullin neddylation; calls only at 25 µM; P61081+Q13564; TR-FRET cullin neddylation, biochemical; actives 0.58% (n = 360,000); in the data active = inhibition above about 36%
# bovine MsrA act – activates bovine MsrA enzyme; purified bovine MsrA, absorbance read-out; actives 0.3% (n = 360,000); activation, % at 10.6 µM; in the data active = activation above about 7.5%;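 note: 0% = vehicle and 100% = reference activator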
# E coli Lon inh – inhibits E. coli Lon protease; P0A9M0; purified E. coli Lon protease, fluorescence polarization; inhibition, % at 7.94 µM; actives 0.42% (n = 360,000); in the data active = inhibition above about 13%, passing the limit was not always enough;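 note: 0% = enzyme with probe and DMSO and 100% = no enzyme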
# FAS-TE inh – blocks the thioesterase domain of human fatty acid synthase. recombinant FAS-TE, OMFH fluorogenic substrate, fluorescence endpoint. actives 0.67% (n = 360,000). inhibition, % at 15 µM. P49327. AID 602261;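 active = compounds whose normalised, plate-corrected inhibition of enzyme fluorescence in the single-dose primary screen is 50% or more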;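 note: 0% = DMSO with enzyme and 100% = substrate without enzyme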
# CSN deneddyl inh – inhibitors of human CSN-mediated cullin deneddylation | inhibition, % at 12.5 µM | Q92905 | Purified CSN, SCF-Nedd8-OG deneddylation, fluorescence polarization | actives 0.38% (n = 360,000);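 active = pattern-corrected inhibition above about 35%, with an unprinted fluorescence ratio check between 0.5 and 1.5, limit read from the data, passing the limit was not always enough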;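 note: 0% = enzyme with substrate and 100% = substrate without enzyme; some results filed as inactive read as strong as hits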
# Target sequence (Q92905 whole entry, looked up, one chain of several): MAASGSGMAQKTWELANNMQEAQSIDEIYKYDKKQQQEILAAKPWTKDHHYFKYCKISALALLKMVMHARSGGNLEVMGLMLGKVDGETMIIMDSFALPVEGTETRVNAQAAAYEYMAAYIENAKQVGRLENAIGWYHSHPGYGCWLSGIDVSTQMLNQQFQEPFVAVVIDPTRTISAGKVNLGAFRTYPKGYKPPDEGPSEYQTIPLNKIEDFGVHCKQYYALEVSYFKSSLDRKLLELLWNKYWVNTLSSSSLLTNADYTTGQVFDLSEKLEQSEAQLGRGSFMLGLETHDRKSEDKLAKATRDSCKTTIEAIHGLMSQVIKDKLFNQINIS
#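 Assay system: purified human Csn5 enzyme expressed in HEK293T cells; measure: % inhibition; also added: SCFSkp2-Nedd8OG substrate at 10 nM final; technique: fluorescence polarization; times: reaction 90 min, room temperature; medium: Tris buffer pH 7.5, NaCl, DTT, Tween-20, trehalose, ovalbumin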
# PABP1 MLLE inh – inhibitors of microRNA-mediated deadenylation, human PABP1 MLLE binding; P11940; GST-MLLE / FITC-PAM2 fluorescence polarization; inhibition, % at 20 µM; actives 0.36% (n = 360,000); AID 588489; in the data active = inhibition above about 35%, passing the limit was not always enough;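 note: plate controls were DMSO wells with GST-MLLE for no effect and wells lacking GST-MLLE protein for full effect; some results filed as inactive read as strong as hits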
# Target sequence (P11940 whole entry, looked up): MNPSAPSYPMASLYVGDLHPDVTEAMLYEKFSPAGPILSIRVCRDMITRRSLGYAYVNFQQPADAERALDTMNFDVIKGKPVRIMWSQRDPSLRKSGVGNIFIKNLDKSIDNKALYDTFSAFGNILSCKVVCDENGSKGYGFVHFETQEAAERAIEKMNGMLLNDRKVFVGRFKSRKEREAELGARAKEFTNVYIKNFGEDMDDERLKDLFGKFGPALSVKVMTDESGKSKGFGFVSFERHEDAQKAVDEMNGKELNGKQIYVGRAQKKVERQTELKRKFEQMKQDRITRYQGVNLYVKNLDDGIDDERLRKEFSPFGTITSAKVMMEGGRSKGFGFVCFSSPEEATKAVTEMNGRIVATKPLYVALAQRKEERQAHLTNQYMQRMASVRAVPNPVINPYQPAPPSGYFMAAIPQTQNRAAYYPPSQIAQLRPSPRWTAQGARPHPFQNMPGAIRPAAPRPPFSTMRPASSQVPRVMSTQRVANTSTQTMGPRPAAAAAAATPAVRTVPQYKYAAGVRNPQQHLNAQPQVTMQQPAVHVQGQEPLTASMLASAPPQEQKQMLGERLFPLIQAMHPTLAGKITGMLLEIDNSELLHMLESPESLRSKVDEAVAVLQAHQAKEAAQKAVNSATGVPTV
# MsrA inhibitor – inhibits bovine methionine sulfoxide reductase A | inhibition, % at 15.5 µM | actives 0.75% (n = 360,000) | purified bovine MsrA, absorbance read-out; in the data active = inhibition above about 4.5%;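 note: 0% = vehicle wells with enzyme and 100% = reference inhibitor wells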
# Rin1-Abl PPI inh – blocks binding of human Rin1 to Abl; P00519+Q13671; actives 0.4% (n = 360,000); TR-FRET Rin1/Abl binding, biochemical; inhibition, % at 7.35 µM; in the data active = inhibition above about 5%, passing the limit was not always enough
# * = called active by the depositor; i = inactive; x = not tested or not shown. Rows were taken by chance (roughly 4% active in at least one column).
SMILES,TbMetRS inhib,Neddyl block,bovine MsrA act,E coli Lon inh,FAS-TE inh,CSN deneddyl inh,PABP1 MLLE inh,MsrA inhibitor,Rin1-Abl PPI inh
COC(=O)c1c(-c2ccco2)csc1NC(=O)C1CC=CCC1C(=O)O (stereo not drawn),-0.6,i,-8,-2,-8,5,-9,1.8,-1
O=C(N/N=C/c1cc2cc3c(cc2nc1Cl)OCCO3)c1ccccc1O,0.1,i,1,10,-9,5,3,-1.6,-2
COc1ccc(S(=O)(=O)NCCN2CCNC2=O)cc1OC,-0.8,i,-2,-5,-4,3,10,-0.5,-1
CC1CCCN(c2nc3c(c(=O)n(C)c(=O)n3C)n2Cc2ccccc2)C1 (stereo not drawn),-0.2,i,0,-2,4,1,1,1.2,2
CC(=O)OC(Cn1nc(C)cc1C)c1ccccc1 (stereo not drawn),0.2,i,0,2,-7,2,2,-0.6,-2
CCC(=O)Nc1ccc(Br)cn1,0.5,i,-4,9,-4,-1,1,-0.9,1
CS(=O)(=O)N(CC(=O)NCCSCc1cccc(Cl)c1)c1ccc2c(c1)OCO2,-0.5,i,-4,-3,5,-1,4,-0.5,1
Cc1ccc(CN2CCN(C(=O)c3cccc4ccccc34)CC2)cc1,-0.4,i,-2,-1,6,1,11,-1.2,6
Cn1ccnc1-c1ccc(-c2nccn2C)cc1,-0.7,x,-3,-4,-6,-2,-1,0.2,-1
CC(=O)N/C(=C\c1ccccc1)C(=O)OCC(=O)c1ccc(F)cc1,-0.2,i,1,-12,-3,-1,4,0.3,1
O=C1Nc2ccc(Br)cc2/C1=N/N=C/C1=C(N2CCOCC2)C(=C\c2ccccc2)/CC1,-1.0,i,-14,-62,29,4,-10,0.7,-6
Cc1cccc(C(=O)Nc2ccc(C(=O)N/N=C/c3ccco3)cc2)c1,0.2,i,-2,-10,0,11,6,2.4,-1
Cc1ccc(Nc2cnn(C34CC5CC(CC(CC(=O)O)(C5)C3)C4)c(=O)c2Cl)cc1C,-0.8,i,-3,5,-10,-4,2,3.3,1
O=C(O)c1ccc(Nc2nc(-c3cc4ccccc4oc3=O)cs2)cc1O,-0.1,x,-6,-4,15,-2,-51,2.7,-2
O=C(CSc1nnc2c(n1)[nH]c1ccc(S(=O)(=O)N3CCOCC3)cc12)Nc1ccccc1Cl,-0.3,i,-4,-6,-9,2,-7,0.1,2
Cc1ccc(CNC(=O)Cc2nc3nc(C)cc(C)n3n2)cc1,-0.3,i,-1,11,-1,-2,7,-1.2,-5
COc1cccc(/C=N/NC(=O)CNC(=O)CCc2ccccc2)c1O,-0.7,i,-4,0,0,2,-13,-0.8,-5
CCOc1ccc(NC(=O)CN2CCC(n3cnc4cc(F)ccc43)CC2)cc1,-0.9,i,0,12,5,-15,4,1.5,3
O=S(=O)(Nc1ccccn1)c1ccc(C(F)(F)F)cc1Cl,-0.1,i,-2,0,6,1,-9,-1.3,2
Nc1nc(-c2cccnc2)nc(N2CCCCC2)n1,-0.3,i,-4,-4,-1,1,4,-0.8,1
Cc1ccc(SCC(=O)Nc2cccc(S(=O)(=O)N3CCOCC3)c2)cc1C,-0.3,i,-2,0,11,0,6,0.5,2
CSCCC(C(=O)N(C)CC(=O)Nc1cccc(F)c1)N1C(=O)c2ccccc2C1=O (stereo not drawn),-0.1,i,-7,-19,-2,-1,5,0.0,-1
COc1cc(NC(=O)COC(=O)c2cc(S(=O)(=O)N3CCOCC3)ccc2F)cc(OC)c1,-0.1,i,1,1,3,1,15,-0.1,1
Cc1nc(-c2ccc(C(=O)Nc3ccc(F)cc3)cc2)cs1,-0.5,i,-5,-3,1,6,-13,-0.1,0
CCn1c(SCC(=O)N(C)C)nc2cc(S(=O)(=O)N3CCOCC3)ccc21,-0.1,i,-3,-15,-1,-3,-15,-1.8,6
COCCNc1nc(NCc2ccc(NC(C)=O)cc2)c2sccc2n1,0.8,i,0,-1,-5,5,-3,1.1,2
COc1ccc(CN2CCNC(=O)C2CC(=O)NCC2CCOCC2)c(C)c1C (stereo not drawn),-0.8,i,0,-1,-1,0,4,-1.3,-1
Cc1nc(SCc2nc3c(C)cccc3[nH]2)c2oc3ccccc3c2n1,-0.4,i,-6,-10,7,5,-10,0.0,-4
O=[N+]([O-])c1cc(C=Nc2ccc3ccccc3c2)ccc1Br,-0.1,i,-3,1,6,-2,6,0.5,0
O=C(CN(C(=O)CCC(=O)Nc1ccccn1)C1CCCC1)NCc1ccccc1,-0.7,i,-4,1,-2,2,6,0.9,0
Cc1ccc2nc(-c3ccccc3)c(Cc3ccccn3)n2c1,0.0,i,-1,-4,-11,1,2,0.3,0
N#C/C(=C(O)\C=C\c1ccccc1)c1nc2ccccc2[nH]1,-0.3,x,-5,2,-1,4,-16,-0.3,-3
CCOc1ccc(NC2=C(Cl)C(=O)N(C3CCCCC3)C2=O)cc1,0.3,i,0,-4,-5,-3,-4,-0.3,4
CCCCN(C)C(=S)Nc1ccc2nc(N3CCN(CC)CC3)cc(C)c2c1,-1.5,i,-10,2,-8,3,-97,1.0,3
CCCC[C@H]1COCCS(=O)(=O)N1Cc1ccc(F)cc1,-0.2,i,-1,-2,-2,-7,10,1.1,-2
CC(C)(C)c1ccc(C(=O)NNC(=O)Cc2cccc3ccccc23)cc1,-0.1,i,-2,1,4,-1,2,-0.4,0
O=C(c1ccc2c(c1)OCO2)N(Cc1cccs1)C1(C(=O)NC2CCCCC2)CCCCC1,0.5,i,-3,-18,22,-2,2,-0.4,1
Cc1cccc(-c2nc3ccccc3c(=O)n2NC(=O)/C=C/c2ccc([N+](=O)[O-])cc2)c1,-0.5,i,-4,2,26,5,24,0.0,4
Cc1cc(C)cc(NC(=O)N2CCCC2C(=O)NCc2ccco2)c1 (stereo not drawn),0.4,i,-3,6,-9,-7,14,0.3,-2
O=C(O)c1ccc(S(=O)(=O)N2CCN(c3ccccn3)CC2)cc1,0.7,i,-2,-1,-8,4,4,-0.9,-2

# 2 records drawn at random from those above:
SMILES,TbMetRS inhib,Neddyl block,bovine MsrA act,E coli Lon inh,FAS-TE inh,CSN deneddyl inh,PABP1 MLLE inh,MsrA inhibitor,Rin1-Abl PPI inh
Cc1nc(SCc2nc3c(C)cccc3[nH]2)c2oc3ccccc3c2n1,-0.4,i,-6,-10,7,5,-10,0.0,-4
Cc1ccc2nc(-c3ccccc3)c(Cc3ccccn3)n2c1,0.0,i,-1,-4,-11,1,2,0.3,0

# (further entries)
SMILES,TbMetRS inhib,Neddyl block,bovine MsrA act,E coli Lon inh,FAS-TE inh,CSN deneddyl inh,PABP1 MLLE inh,MsrA inhibitor,Rin1-Abl PPI inh
CCOc1ccc(N2CC(C(=O)Nc3nnc(CC)s3)CC2=O)cc1 (stereo not drawn),0.8,i,0,-8,5,-3,-9,-1.5,3
CC(C)(C)c1ccccc1NC(=O)c1ccc(-n2cncn2)c([N+](=O)[O-])c1,13*,i,0,0,-2,-2,4,1.0,1
CCOc1ccc(N(Cc2cc3cc(C)ccc3[nH]c2=O)C(=O)COC)cc1,0.8,i,-1,2,-2,3,16,1.2,-1
CC(C)Oc1ccc(C2CC(=O)N(C)C2=O)cc1 (stereo not drawn),0.0,i,-2,-6,-4,-4,11,0.1,-1
CN(C)CCNC(=O)/C(=C/c1ccc(-c2ccc(Cl)cc2Cl)o1)NC(=O)c1ccccc1,3.4,i,-3,-22,0,8,-4,-0.5,-2
O=C1NC(N2CCOCC2)=N/C1=C/c1ccc2c(c1)OCO2,0.1,i,-4,-2,1,5,-10,4.9*,-1
c1cc2c(cc1CNc1ccc(N3CCOCC3)cc1)OCO2,-0.2,i,2,-5,-6,-3,11,0.9,1
CC(C)CCNC(=O)NC(=O)CSc1ncccn1,-0.5,i,-2,2,-5,-6,-9,0.2,-3
O=C(NCc1cccc(C(F)(F)F)c1)C1CC(c2ccccc2F)=NO1 (stereo not drawn),-0.4,i,-5,10,10,2,5,0.9,2
NC(=O)C1CCN(Cc2nc(-c3ccccc3)no2)CC1,-0.5,i,-3,-2,-7,1,2,0.5,-4
COC(=O)Cc1[nH]c(=O)[nH]c1C(=O)OC,-0.5,i,-1,3,-5,3,12,-0.2,2
Cc1cccc(N(Cc2ccccc2)C(=O)CN2C(=O)NC3(CCCC3)C2=O)c1,-0.4,i,-6,3,3,-2,-14,0.0,-2
CN(C)S(=O)(=O)N1CCc2ccc(NC(=O)c3ccc(C(F)(F)F)cc3)cc2C1,-0.5,i,-3,6,15,6,-6,1.1,0
Cc1nnsc1C(=O)NC(=O)Nc1ccc(F)c(Cl)c1,-0.7,i,-12,-2,1,-4,-1,-1.1,2
COc1ccc(C(C[N+](=O)[O-])c2c(-c3ccccc3)cc3ccccn23)c(OC)c1 (stereo not drawn),-0.1,i,-2,-17,14,1,-6,0.8,0
CSc1nccc(Oc2cccc(C#N)c2)n1,-0.5,i,-1,-10,2,-5,-1,1.6,-2
CCOC(=O)c1cc2oc(C(c3nnnn3C3CCCCC3)N3CCOCC3)cc2[nH]1 (stereo not drawn),0.9,i,-1,2,6,0,0,-0.5,-3
COCC(=O)N(C)C[C@H]1Oc2cc(C#Cc3cccnc3)ccc2S(=O)(=O)N([C@H](C)CO)C[C@H]1C,-0.9,i,-1,1,7,4,-17,1.4,1
C=CCNC(=O)/C(=C/c1cn(-c2ccccc2)nc1-c1cccc([N+](=O)[O-])c1)NC(=O)c1ccccc1,-0.9,i,-7,13,21,1,-6,0.8,0
O=C(NCc1ccco1)C(c1ccccc1)N(Cc1ccccc1)C(=O)Cn1nnc2ccccc21 (stereo not drawn),0.1,i,0,-2,17,2,-6,-1.8,-2

# Some of the entries so far, tab-delimited.
canonical_smiles	TbMetRS inhib	Neddyl block	bovine MsrA act	E coli Lon inh	FAS-TE inh	CSN deneddyl inh	PABP1 MLLE inh	MsrA inhibitor	Rin1-Abl PPI inh
CC(C)(C)c1ccccc1NC(=O)c1ccc(-n2cncn2)c([N+](=O)[O-])c1	13*	i	0	0	-2	-2	4	1.0	1
CCOc1ccc(N(Cc2cc3cc(C)ccc3[nH]c2=O)C(=O)COC)cc1	0.8	i	-1	2	-2	3	16	1.2	-1
CC(C)Oc1ccc(C2CC(=O)N(C)C2=O)cc1 (stereo not drawn)	0.0	i	-2	-6	-4	-4	11	0.1	-1

# Remaining list, next part:
SMILES,TbMetRS inhib,Neddyl block,bovine MsrA act,E coli Lon inh,FAS-TE inh,CSN deneddyl inh,PABP1 MLLE inh,MsrA inhibitor,Rin1-Abl PPI inh
CSCCC(C(=O)Nc1ccc2c(c1)OCO2)N1C(=O)c2ccccc2C1=O (stereo not drawn),-0.1,i,1,7,-3,1,-2,2.4,-3
Cc1ccc(C)c(NC(=O)CCn2nc(C)cc2C)c1,-1.5,i,-12,-8,-10,-4,-6,-0.6,-1
Cc1ccc(Cl)cc1NC(=O)NCc1cccnc1,-0.4,i,-2,-4,-5,1,-1,-0.3,2
CCN(CC)C(=O)CCS(=O)(=O)c1cccc2nonc12,-1.1,i,-9,-5,-7,0,-5,1.3,-4
O=C(O)/C=C/c1ccc(S(=O)(=O)NCc2cccnc2)cc1,0.4,i,5,-9,-2,-1,1,0.0,-5
O=C(N/N=C/c1ccc(N2CCOCC2)cc1)c1ccc(NS(=O)(=O)c2cccs2)cc1,0.6,x,-7,-7,-4,-2,8,6.8*,1
O=C(COC(=O)c1ccc2ncsc2c1)NCc1ccccc1Cl,0.1,i,-2,-9,5,-1,-7,-0.3,-3
COC(=O)c1ccc(OC(=O)N2CCOCC2)cc1,0.1,i,-3,9,-2,-4,-14,-0.1,-1
Cc1nnc(NC(=O)NCN2C(=O)C3C4C=CC(C4)C3C2=O)s1 (stereo not drawn),0.2,i,2,-2,-5,-4,4,0.6,0
